USP1 inh: Inhibitors of USP1/UAF1: Primary Screen; Ubiquitin carboxyl-terminal hydrolase 1 (Homo sapiens), O94782; recombinant USP1/UAF1, Ub-Rhodamine cleavage fluorescence; Potency, µM (top dose mostly 57.1 µM), for inactives: at the top dose activity change, negative = inhibition, most hits filed as inhibitors; hit rate 0.23% among 390,000; also: potency is read from the fitted curve at half-maximal effect; % is scaled to controls: 0 for no effect and ±100 for the full control effect; nearly all actives have a fitted effect of over 60% in size; inactives centre near -12
Target sequence (O94782 whole entry, looked up): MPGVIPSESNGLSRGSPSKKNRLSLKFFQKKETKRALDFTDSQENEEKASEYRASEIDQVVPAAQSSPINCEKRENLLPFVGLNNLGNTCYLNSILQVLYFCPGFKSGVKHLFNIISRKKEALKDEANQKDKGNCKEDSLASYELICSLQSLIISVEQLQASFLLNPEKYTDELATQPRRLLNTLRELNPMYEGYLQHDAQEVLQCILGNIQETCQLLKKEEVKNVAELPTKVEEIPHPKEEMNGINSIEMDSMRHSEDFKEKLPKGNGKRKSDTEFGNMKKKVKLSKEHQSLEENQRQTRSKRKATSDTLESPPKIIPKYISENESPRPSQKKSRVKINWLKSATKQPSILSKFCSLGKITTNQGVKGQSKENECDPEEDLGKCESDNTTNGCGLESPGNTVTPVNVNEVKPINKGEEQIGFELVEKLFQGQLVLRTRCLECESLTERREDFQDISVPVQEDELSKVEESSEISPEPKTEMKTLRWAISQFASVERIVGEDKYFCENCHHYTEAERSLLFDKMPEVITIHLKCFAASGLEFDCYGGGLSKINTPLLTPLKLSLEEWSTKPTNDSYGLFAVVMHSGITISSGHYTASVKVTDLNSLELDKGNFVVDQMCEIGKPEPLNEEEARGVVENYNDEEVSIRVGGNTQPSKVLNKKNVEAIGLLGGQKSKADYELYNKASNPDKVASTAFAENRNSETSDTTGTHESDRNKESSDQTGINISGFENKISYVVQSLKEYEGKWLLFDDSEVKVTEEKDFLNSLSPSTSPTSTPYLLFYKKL
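Step one: compound is pinned into 1nM USP1/UAF1 in HEPES pH 7.8 buffer with TCEP. Step two: 15 min room-temperature incubation. Step three: Ub-Rho (150nM final) starts cleavage, tracked by fluorescence over six one-minute reads.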
Pin1 inh: qHTS Assay to Find Inhibitors of Pin1 | Peptidyl-prolyl cis-trans isomerase NIMA-interacting 1 (Homo sapiens), Q13526 | Pin1 FP peptide displacement, HiFluor488, 10 min | Potency, µM (doses to about 115 µM), inactives show at the top dose activity, negative = inhibition, actives largely listed as inhibitors | hit rate 0.009% among 390,000 | AID 504891, 2011; active = well fitted inhibition curve with a large enough effect in the polarisation, with a control signal flat, not every such curve was filed as active; inconclusive = small, poorly fitted or top-dose-only effect, or effect the other way, or a change in a side signal; inactive = no such curve, though single readings can be large or run the other way; the % refers to the polarisation; also: potency is read from the fitted curve at half-maximal effect; % is scaled to controls: 0 for no effect and ±100 for the full control effect
Target sequence (Q13526 whole entry, looked up): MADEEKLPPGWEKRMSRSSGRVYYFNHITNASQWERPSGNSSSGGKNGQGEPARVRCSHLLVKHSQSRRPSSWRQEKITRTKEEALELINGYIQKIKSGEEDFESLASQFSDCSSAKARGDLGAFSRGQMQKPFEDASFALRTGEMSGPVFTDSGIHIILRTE
TRHR enhancer: qHTS for Small Molecule Agonists and Allosteric Enhancers of Human TRH Receptor: Primary Screen for Enhancers; Thyrotropin-releasing hormone receptor (Homo sapiens), P34981; TRHR cells, fluo-8 calcium fluorescence, EC20 TRH enhancement; enhancement, % at 2 µM; hit rate 0.66% among 360,000; AID 493056, 2011; in the data active = enhancement above about 30%; also: 0% is about no effect
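Enhancer read-out: after compound pinning and an initial kinetic agonist-mode read, an EC20 of TRH (10 nM final) was injected and fluo-8 calcium signal (Ex 480/Em 530) followed at 1 s/cycle for 100 cycles in TRHR-expressing cells.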
D2 agonist: HTS Assay for Allosteric Agonists of the Human D2 Dopamine Receptor: Primary Screen for Agonists | D(2) dopamine receptor (Homo sapiens), P14416 | HEK293 T-REx D2 cells, calcium flux agonist mode | activation, % at 2 µM | hit rate 0.53% among 340,000 | AID 485358, 2010;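 active = activation over 3 SD above normal in the single-dose calcium agonist read, cut at about 30% in these data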; also: 0% is about no effect
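Agonism scored from kinetic calcium signal (1 read/sec, 180 s) following compound pin transfer, after a 10 s baseline. Cells: HEK293 Trex line expressing inducible D2 receptor coupled to calcium, dye-loaded after overnight culture at 30 C.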
TrxR1 inh: qHTS Assay for Inhibitors of Mammalian Selenoprotein Thioredoxin Reductase 1 (TrxR1): qHTS; recombinant rTrxR1, NADPH fluorescence consumption, selenite substrate; Potency, µM (doses to about 114 µM), for the others: at the highest dose activity change, negative = inhibition, usual class: inhibitors; Thioredoxin reductase 1, cytoplasmic (Rattus norvegicus), O89049; hit rate 1% among 390,000; also: potency is read from the fitted curve at half-maximal effect; % is scaled to controls: 0 for no effect and ±100 for the full control effect; nearly all actives have a fitted effect of over 65% in size
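Rat TrxR1 (90 nM in the dispensed reagent) was pre-reduced with 400 uM NADPH for 5 min at room temperature, then incubated with compound for 15 min. After 400 uM selenite was added, NADPH fluorescence (Ex 340/Em 450 nm) was followed for 8 min.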
TrxR1 substrate: qHTS Assay for Substrates of Mammalian Selenoprotein Thioredoxin Reductase 1 (TrxR1): qHTS | Thioredoxin reductase 1, cytoplasmic (Rattus norvegicus), O89049 | purified TrxR1 substrate turnover, NADPH consumption readout | Potency, µM (top dose mostly 114 µM), for the others: at the highest dose activity change, negative = substrate turnover | hit rate 0.01% among 390,000; also: potency is read from the fitted curve at half-maximal effect; % is scaled to controls: 0 for no effect and ±100 for the full control effect; nearly all actives have a fitted effect of over 50% in size
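Rat TrxR1, dispensed at 90 nM, was prereduced with 400 uM NADPH (final) for 5 min at ~22 deg C, then incubated with compound 15 min before 400 uM selenite. A first-read NADPH fluorescence drop versus no-compound background flagged substrates.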
TRHR ag: qHTS for Small Molecule Agonists and Allosteric Enhancers of Human TRH Receptor: Primary Screen for Agonists | Thyrotropin-releasing hormone receptor (Homo sapiens), P34981 | hit rate 0.18% among 360,000 | activation, % at 2 µM | TRHR cells, calcium flux fluo-8, FDSS agonist mode; in the data active = activation above about 30%; also: 0% is about no effect
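TRHR-expressing cells loaded with fluo-8 calcium dye; 23 nL library compound pin-transferred, kinetic FDSS fluorescence (Ex 480/Em 530) recorded about 180 s for agonist-induced calcium release, before a 10 nM TRH EC20 addition for potentiator mode.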
D2 antagonist: HTS Assay for Allosteric Antagonists of the Human D2 Dopamine Receptor: Primary Screen for Antagonists; D(2) dopamine receptor (Homo sapiens), P14416; HEK293 TREx D2 cells, calcium flux, dopamine EC80; inhibition, % at 10 µM; hit rate 2% among 340,000; in the data active = inhibition above about 30%; also: 0% is about no effect
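Measurement of antagonist activity uses fluorescent calcium dye in inducible HEK293 T-REx D2 cells: 10 s baseline, compound addition with 180 s read, EC80 dopamine addition with a further 180 s read.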
mIDH1 inhibitor: qHTS for Inhibitors of mutant isocitrate dehydrogenase 1 (IDH1): qHTS; IDH1-R132H enzyme, NADPH consumption, diaphorase/resazurin fluorescence; Potency, µM (titrated, usually from 76.6 µM), for the others: top-dose activity change, negative = inhibition, usual class: inhibitors; hit rate 0.093% among 390,000; also: potency is read from the fitted curve at half-maximal effect; % is scaled to controls: 0 for no effect and ±100 for the full control effect; nearly all actives have a fitted effect of over 65% in size
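IDH1-R132H (0.5 ug/mL dispensed) in pH 7.5 Tris buffer was preincubated 30 min with compound, then given a substrate mix of 0.016 mM NADPH and 2 mM alpha-KG for 80 min at room temperature; remaining NADPH was read by diaphorase/resazurin fluorescence.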
Numbers without * were called inactive; ? = inconclusive; . = no result given; [ ] = another dose, or the depositor's remark. Unless noted, calls follow the shape of the dose curve; as a rule, active = well fitted inhibition curve with a large enough effect; inconclusive = small, poorly fitted or top-dose-only effect; inactive = no such curve, though single readings can be large or run the other way. Not all compounds are listed (hit frequency here may not be typical).

No.	Structure	USP1 inh	Pin1 inh	TRHR enhancer	D2 agonist	TrxR1 inh
1	COc1ccc(-c2ccc([C@H]3[C@H]4C=CC[C@@H](C)[C@@H]4C(=O)N3Cc3ccccc3)c(F)c2)cc1	-7%	?	-1	0.3	22%
2	CCOc1ccccc1NC(=O)Nc1cc(S(=O)(=O)N(C)C)ccc1C	-8%	-1%	12	.	17%[57.1 µM]
3	O=C(NCc1cccnc1)c1nc(-c2ccccc2)n(-c2ccccc2)n1	-9%	-11%	-6	0.5	-13%
4	CCN(CC)S(=O)(=O)c1ccc(NCc2ccccc2)nc1	-5%	4%	9	0.3	17%
5	O=C(CSc1n[nH]c(-c2ccncc2)n1)Nc1ccccc1	0%	-4%	17	-0.5	-6%
6	COC(=O)c1ccc(C(=O)OC)c(NC(=O)CSCc2ccccc2Br)c1	-9%	0%	1	-0.1	-3%
7	Cc1ccc(NC(=O)C2C(C(=O)O)C3C=CC2C32CC2)cc1 (stereo unspecified)	-15%	-12%	-3	0.0	-5%
8	O=C1CC(c2ccncc2)c2cc3c(cc2N1)OCCO3 (stereo unspecified)	-11%	-9%	3	-0.2	7%[57.1 µM]
9	O=C(COCCOCC(=O)N(c1ccccn1)C1CCCCC1)N(c1ccccn1)C1CCCCC1	-15%	2%	1	1.4	-7%
10	O=C(O)CN(c1ccccc1[N+](=O)[O-])S(=O)(=O)c1ccccc1	-16%	0%	10	0.0	18%[57.1 µM]
11	CC(C)c1ccc(NC2CCCN(C(=O)c3ccc(N4CCOCC4)cc3)C2)cc1 (stereo unspecified)	-11%	0%	10	-0.1	-9%
12	Cn1c(CNC(=O)CNC(=O)c2cccc(F)c2)cc(=O)n(C)c1=O	-13%	1%	-3	0.8	14%

No.	TrxR1 substrate	TRHR ag	D2 antagonist	mIDH1 inhibitor
1	2%	0.6	-1	-1%[38.3 µM]
2	-1%	-0.3	.	15%
3	-9%	-2.3	-13	8%
4	0%	0.4	-2	-5%
5	-11%	0.5	-18	-8%
6	-1%	-0.1	45*	-1%
7	-6%	0.2	1	-3%
8	9%[57.1 µM]	-0.1	15	1%
9	-3%	-1.0	3	7%
10	7%	0.6	0	5%
11	-11%	-0.3	-4	45µM*
12	5%	0.2	-1	3%

Next section.
No.	Structure	USP1 inh	Pin1 inh	TRHR enhancer	D2 agonist	TrxR1 inh
13	CCCCC(NC(C)=O)c1nc2ccccc2[nH]1 (stereo unspecified)	-18%	0%	3	-0.4	2%[57.1 µM]
14	Nc1nc(Sc2ccc(C(F)(F)F)cn2)n[nH]1	-22%	9%	6	-0.3	-19%
15	COc1cccc(CCNC(=O)CC2C(=O)NCCN2CC(C)(C)C)c1 (stereo unspecified)	-10%	-2%	-1	0.1	?
16	CCn1cc(CN2CCC(n3nccc3NC(=O)C(OC)c3ccccc3)CC2)cn1 (stereo unspecified)	-16%	-12%	.	.	12%
17	CSCCC(NC(=O)c1cncc(Br)c1)C(=O)O (stereo unspecified)	-6%	-5%	-2	.	16%
18	CC(=O)c1ccc(N2CCN(c3nc4c(S(=O)(=O)c5ccccc5)nnn4c4ccc(Cl)cc34)CC2)cc1	-22%	1%	1	0.5	25%
19	CC(=O)Nc1cccc(NC(=O)CCCC2CCCCC2)c1	-18%	-7%	1	0.5	14%
20	CCN1CCN(C(=O)C2CCC(=O)N(Cc3cccc(C(F)(F)F)c3)C2)CC1 (stereo unspecified)	-10%	0%	-2	0.3	-11%
21	COc1cccc(CNS(=O)(=O)c2ccc3c(c2)C(C)(C)C(=O)N3C)c1	-18%	-2%	2	.	16%[57.1 µM]
22	O=C(Oc1ccc(C(=S)N2CCOCC2)cc1)c1ccccc1[N+](=O)[O-]	-15%	-2%	-3	-1.1	6%
23	O=S(=O)(NC1CC1)c1ccc(S(=O)(=O)N2CCc3ccccc32)cc1	-14%	21%	2	-0.3	7%[57.1 µM]
24	Cc1cc(OC(C)C(N)=O)nc(-c2ccccc2)n1 (stereo unspecified)	?	-6%	-3	2.0	14%[57.1 µM]

No.	TrxR1 substrate	TRHR ag	D2 antagonist	mIDH1 inhibitor
13	8%[57.1 µM]	-0.4	21	-1%
14	-7%	0.0	0	6%
15	?	0.0	5	1%
16	7%	.	.	5%
17	8%	-0.1	.	8%
18	3%	-0.2	.	0%
19	1%	-0.6	3	-3%
20	-7%	0.2	-5	-2%
21	6%[57.1 µM]	-0.7	.	-17%
22	-4%[11.4 µM]	0.1	1	1%
23	-2%[57.1 µM]	0.5	-7	2%
24	-18%[57.1 µM]	-0.4	-3	13%

Random excerpt: 5 records from the list.
No.	Structure	USP1 inh	Pin1 inh	TRHR enhancer	D2 agonist	TrxR1 inh
14	Nc1nc(Sc2ccc(C(F)(F)F)cn2)n[nH]1	-22%	9%	6	-0.3	-19%
19	CC(=O)Nc1cccc(NC(=O)CCCC2CCCCC2)c1	-18%	-7%	1	0.5	14%
18	CC(=O)c1ccc(N2CCN(c3nc4c(S(=O)(=O)c5ccccc5)nnn4c4ccc(Cl)cc34)CC2)cc1	-22%	1%	1	0.5	25%
21	COc1cccc(CNS(=O)(=O)c2ccc3c(c2)C(C)(C)C(=O)N3C)c1	-18%	-2%	2	.	16%[57.1 µM]
16	CCn1cc(CN2CCC(n3nccc3NC(=O)C(OC)c3ccccc3)CC2)cn1 (stereo unspecified)	-16%	-12%	.	.	12%

No.	TrxR1 substrate	TRHR ag	D2 antagonist	mIDH1 inhibitor
14	-7%	0.0	0	6%
19	1%	-0.6	3	-3%
18	3%	-0.2	.	0%
21	6%[57.1 µM]	-0.7	.	-17%
16	7%	.	.	5%

(more compounds)
No.	Structure	USP1 inh	Pin1 inh	TRHR enhancer	D2 agonist	TrxR1 inh
25	FC(F)(F)c1cccc(N2CCN(C(=S)NC3CCCCC3)CC2)c1	-23%	9%	-3	-0.6	-20%
26	CCOC(=O)CCCC(=O)N1CCOCCOCCOCC1	-17%	0%	-4	-2.4	12%[57.1 µM]
27	OCC[C@@H]1C[C@H](O)[C@@H](O)[C@@]2(CCCCO2)O1	-14%	-4%	.	.	-9%
28	S=c1nc(-c2ccccc2)n(Cc2ccco2)c2c1CCCC2	.	.	1	-0.4	.
29	Nc1cc(C(=O)OCC(=O)N2CCOCC2)ccc1Cl	0%	0%	-6	-1.6	20%
30	O=C(O)c1ccc(NC(CSCc2ccccc2F)C(=O)O)c([N+](=O)[O-])c1 (stereo unspecified)	-13%	?	5	0.7	-11%
31	NC(=O)c1ccccc1OCC(=O)N1CCCc2ccccc21	-9%	2%	4	1.1	7%
32	Cc1ccc(NC(=O)NC2CC(=O)N(c3ccc4c(c3)OCCO4)C2)cc1 (stereo unspecified)	-20%	5%	3	0.7	21%
33	CC(=O)c1c(C)oc2ccc(N(C(=O)Oc3ccccc3)S(=O)(=O)c3ccccc3)cc12	-5%	0%	-1	.	19%
34	Nc1ccc2nc(CN3CCOCC3)[nH]c2c1	?	-1%	14	0.9	15%
35	CCN(Cc1ccncc1)C(=O)c1cc(COc2c(C)cccc2C)on1	-9%	1%	-2	-0.9	3%
36	COc1ccc(N=Cc2sc(O)c3ccccc23)cc1	?	?	10	0.4	-10%

No.	TrxR1 substrate	TRHR ag	D2 antagonist	mIDH1 inhibitor
25	-9%	0.8	-14	1%
26	9%[57.1 µM]	-0.6	-5	1%
27	8%	.	.	-6%
28	.	0.0	-6	.
29	18%	0.5	7	-10%
30	-8%	-0.1	-14	-4%
31	1%	0.5	-8	-6%
32	8%	-0.7	-10	2%
33	0%	0.1	.	-17%
34	22%	0.8	-19	11%
35	2%	-0.7	4	1%
36	-14%	-0.9	11	11%

Additional structures.
No.	Structure	USP1 inh	Pin1 inh	TRHR enhancer	D2 agonist	TrxR1 inh
37	CC(C)(C)C1(C)OC(C(N)=O)C(C(N)=O)O1 (stereo unspecified)	-6%	1%	7	0.7	-1%
38	COc1ccccc1CN(Cc1nc2ccccc2c(=O)[nH]1)C(=O)Nc1ccccc1C	-5%	2%	2	0.4	29%[57.1 µM]
39	COCC(=O)Nc1ccc(Br)cc1C	-19%	2%	-3	1.3	6%
40	Cc1ccc(-c2nnc(N3CCN(S(C)(=O)=O)CC3)c3ccccc23)cc1	-10%	4%	9	-0.8	-11%
41	N#Cc1cc([N+](=O)[O-])ccc1NC(=O)CSc1n[nH]c(=O)n1C1CC1	-13%	5%	4	0.1	7%
42	Oc1ccc(/C=N/N2CCCCC2)cc1O	-14%	-4%	6	.	?
43	CCN(CC)CCn1c2ccc(Cl)cc2c2nc(C)sc21	7%	-1%	-1	.	18%
44	Cc1cc(Cl)ccc1-n1c(-c2cccnc2)n[nH]c1=S	-1%	6%	10	0.4	?

No.	TrxR1 substrate	TRHR ag	D2 antagonist	mIDH1 inhibitor
37	-6%	0.1	-5	1%
38	6%[57.1 µM]	-0.1	10	7%
39	4%	-1.0	-7	7%
40	-5%	0.0	1	4%
41	0%	-0.3	-44	-6%
42	1%	0.7	.	9%
43	5%	-0.1	.	3%
44	-10%	-0.2	-15	-3%

Assay outcomes (PubChem)
